High-throughput results: PubChem BioAssay, several laboratories
SMARCA2 act: SMARCA2 function activation, primary screen; MG213 cells, MMTV-luciferase reporter, dexamethasone, overnight; activation, % at 9.1 µM; hit rate 1% among 370,000; AID 652017; in the data active = activation above about 7.8%;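 note: 0% = vehicle wells and 100% = reference activator wells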
GAA850 FXN act: frataxin GAA850 promoter activation; HEK293 lucGAA850 FXN promoter luciferase reporter, 24 h; percent of 10 µM SAHA response; activation, % at 6 µM; hit rate 0.56% among 360,000;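 active = activation above the average of all compounds screened plus 3 SD, cutoff fixed separately per campaign, cut at about 7.5% in these data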;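 note: 0% = DMSO wells and 100% = 10 µM SAHA wells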
DAX1 inh-1: DAX1 (NR0B1) inhibition, primary screen; HEK293T StAR-luciferase reporter, SF-1/DAX-1 repression relief; hit rate 1.1% among 370,000; AID 652010; inhibition, % at 6.8 µM;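 active = inhibition above the mean over all tested compounds plus 3 SD, cut at about 3.6% in these data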;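 note: 0% = DAX-1 cells with DMSO and 100% = cells lacking DAX-1 with DMSO; higher inhibition means more luminescence from relief of DAX-1 repression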
GC-A act: GC-A (human) enzyme activation | activation, % at 10 µM | HEK293 GC-A cells, cGMP TR-FRET, EC30 ANP; 0% at EC30 ANP, 100% saturating ANP | hit rate 0.14% among 370,000; in the data active = activation above about 40%
HGIII-sPLA2 inh: Blocks human group III sPLA2 activity; hit rate 0.56% among 370,000; QFRET BODIPY PC-A2 liposome hydrolysis, fluorescence; Q9NZ20; inhibition, % at 12.2 µM;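 active = inhibition above mean plus 3 SD of compounds lying within the high and low control bounds, cut at about 19% in these data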;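 note: 0% = median of test compound wells and 100% = no enzyme DMSO wells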
hcDAF12 agonist: H. contortus DAF-12 activation, primary screen. HEK293 hcDAF-12 lit1-tk-luc reporter, luminescence; 0% DMSO, 100% Δ7-dafachronic acid. activation, % at 6.8 µM. hit rate 1.4% among 370,000. AID 652067;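 active = activation above the mean of all tested compounds plus 3 SD, cut at about 5.5% in these data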;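 note: 100% = response to 3 µM Δ7-dafachronic acid high control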
proKLK7 act: activates the human kallikrein-7 zymogen; hit rate 0.9% among 370,000; purified proKLK7, EDANS-DABCYL substrate fluorescence; 100% is mature enzyme control, 0% vehicle; P49862; AID 652039; activation, % at 7 µM;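 active = activation above the mean of all tested compounds plus 3 SD, computed per campaign excluding outliers beyond control limits, cut at about 13% in these data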
GC-B act: GC-B (human) receptor activation | HEK293-GC-B cells, CNP EC30, cGMP TR-FRET; 0% at EC30 CNP, 100% saturating CNP | activation, % at 10 µM | hit rate 0.11% among 370,000;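 active = activation at 10 µM reaching about 35% in either raw or pattern-adjusted values, limit read from the data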
Target sequence (P20594 whole entry, looked up): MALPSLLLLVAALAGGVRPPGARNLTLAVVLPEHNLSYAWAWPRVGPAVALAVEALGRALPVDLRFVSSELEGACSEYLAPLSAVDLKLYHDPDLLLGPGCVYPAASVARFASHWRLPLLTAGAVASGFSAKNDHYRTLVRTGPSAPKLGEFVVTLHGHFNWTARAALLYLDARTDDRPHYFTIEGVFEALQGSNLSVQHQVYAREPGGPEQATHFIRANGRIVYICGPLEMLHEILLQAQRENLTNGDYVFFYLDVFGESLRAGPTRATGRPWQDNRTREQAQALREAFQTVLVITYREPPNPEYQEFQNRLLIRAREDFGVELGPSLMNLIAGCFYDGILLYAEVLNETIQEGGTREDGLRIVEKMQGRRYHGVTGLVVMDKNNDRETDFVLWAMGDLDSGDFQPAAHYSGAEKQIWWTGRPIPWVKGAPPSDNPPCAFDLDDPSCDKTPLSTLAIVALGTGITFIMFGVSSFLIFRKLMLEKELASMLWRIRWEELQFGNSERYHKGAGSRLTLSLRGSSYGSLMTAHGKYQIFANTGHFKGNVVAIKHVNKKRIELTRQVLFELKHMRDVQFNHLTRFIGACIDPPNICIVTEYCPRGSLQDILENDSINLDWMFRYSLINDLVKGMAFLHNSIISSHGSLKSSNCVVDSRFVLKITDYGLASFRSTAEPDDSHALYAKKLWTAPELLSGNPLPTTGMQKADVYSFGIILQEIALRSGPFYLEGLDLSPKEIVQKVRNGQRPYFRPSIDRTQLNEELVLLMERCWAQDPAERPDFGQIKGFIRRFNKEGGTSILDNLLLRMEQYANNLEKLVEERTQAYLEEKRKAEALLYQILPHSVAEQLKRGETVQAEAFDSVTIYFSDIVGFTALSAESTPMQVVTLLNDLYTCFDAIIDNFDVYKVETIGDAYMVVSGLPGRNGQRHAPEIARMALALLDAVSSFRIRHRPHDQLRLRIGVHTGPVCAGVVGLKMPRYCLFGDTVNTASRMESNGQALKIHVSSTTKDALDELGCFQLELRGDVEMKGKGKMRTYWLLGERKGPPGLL
ssDAF-12 act: activates DAF-12 receptor from parasite S. stercoralis; HEK293 ssDAF-12/GRIP1 lit1-tk-luc reporter, luminescence; % of 3 µM dafachronic acid response; activation, % at 6.8 µM; hit rate 1% among 370,000; AID 652126;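 active = activation above the mean over all tested compounds plus 3 SD, cut at about 0.9% in these data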;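 note: 0% = DMSO-only wells and 100% = 3 µM delta7-dafachronic acid wells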
DAX1 inh-2: inhibits human nuclear receptor DAX1 | P51843 | HEK293 Gal4-DAX1 luciferase reporter, luminescence | inhibition, % at 6.75 µM | hit rate 0.99% among 340,000 | AID 504766;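 active = inhibition above the mean over all tested compounds plus 3 SD, cut at about 4.2% in these data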;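 note: 0% = DAX1-transfected cells with DMSO and 100% = empty-vector control cells with DMSO; inhibition shows as a rise in luminescence from relieved DAX1 repression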
hgDAF-12 ag: hgDAF-12 agonism, primary luciferase screen; HEK293 GAL4-hgDAF12 UAS-luciferase reporter, agonist luminescence; normalized to butyrate control; activation, % at 6.8 µM; hit rate 1.8% among 370,000;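 active = activation above a cutoff set at the mean of all screened compounds plus 3 SD, cut at about 10% in these data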;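 note: 0% = DMSO wells and 100% = sodium butyrate wells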
Active calls of the source: *; . = no result given.

SMILES	SMARCA2 act	GAA850 FXN act	DAX1 inh-1	GC-A act	HGIII-sPLA2 inh	hcDAF12 agonist	proKLK7 act	GC-B act	ssDAF-12 act	DAX1 inh-2	hgDAF-12 ag
CCS(=O)(=O)N1CCN(CC2CC3C=CC2C3)CC1 (stereo unspecified)	-2	0.6	0.3	-1	-1	-2.4	-0.5	3	-1.2	1.7	-0.8
OC(CCCN1CCC(O)(c2ccc(Cl)cc2)CC1)c1ccc(F)cc1 (stereo unspecified)	4	1.3	-0.6	4	-6	-0.1	-0.1	-8	-1.5	-0.3	-2.6
O=C(Nc1ccc([N+](=O)[O-])cc1)C1(c2ccccc2)CCOCC1	-2	0.1	-0.1	4	2	-0.4	0.2	3	-1.2	0.8	-0.8
CSCCC(=O)N1CCC(n2nccc2NC(=O)c2ccc3c(c2)OCO3)CC1	2	2.0	6.3*	-2	8	2.1	-0.5	-4	0.4	2.9	23*
CC(/C=N/NC(=O)Cc1cc(=O)[nH][nH]1)=C\c1ccccc1	-3	0.3	0.1	0	-4	-1.1	0.0	4	-1.4	-1.1	-1.3
Cc1ccc(SCC2(O)CCN(C(=O)c3ccc(Cl)cc3)CC2)cc1	-1	0.2	0.6	1	-36	0.2	0.3	1	-1.2	1.1	2.2
S=C(NCC1CCCO1)N1CCN(c2cccc(Cl)c2)CC1 (stereo unspecified)	-3	-0.9	-1.1	0	6	-1.9	0.1	0	-2.6	-1.6	-4.2
Cc1cccc(-c2c3c(=O)n(C)c(=O)n(C)c3c3cccnn23)c1	-3	0.6	-0.8	11	8	-1.9	0.2	0	-0.9	-0.1	-0.8
COc1ccc(C(=O)OC(C)C(=O)NC2CCCc3ccccc32)cc1OC (stereo unspecified)	-1	1.1	1.8	1	8	-0.1	-0.1	1	-0.9	1.1	2.0
COc1ccc(-n2nc([N+](=O)[O-])c(=NCc3ccc4c(c3)OCO4)n2O)cc1	1	2.1	0.8	-2	6	-0.8	1.0	5	-0.8	0.3	7.2
Cc1cccc(C(=O)OCC(=O)N(CC(C)C)c2c(N)n(Cc3ccccc3)c(=O)[nH]c2=O)c1C	-1	-2.4	-0.4	-1	-1	-1.7	0.5	2	-1.1	-1.1	-0.9
CCOc1ccc(CCNC(=O)COC(=O)c2[nH]c(C)c(C(C)=O)c2C)cc1OCC	-7	-1.7	-0.7	-6	11	-1.3	0.5	-7	-1.1	2.0	3.3
Cc1cccc(Nc2nc(-c3ccncc3)cs2)c1	1	7.0	1.1	-3	-13	2.6	0.1	3	0.1	0.1	11*
CCOc1ccc(C2C(C(=O)c3cccs3)=C(O)C(=O)N2Cc2cccnc2)cc1OC (stereo unspecified)	-1	2.0	0.5	-5	1	-1.6	0.2	6	-0.8	2.6	0.8
CC(=O)c1c(C)[nH]c(C(=O)OCc2nc3ccsc3c(=O)[nH]2)c1C	2	0.9	7.1*	0	2	1.4	-0.6	1	-0.1	2.4	12*
O=C1/C(=C/Nc2cccc([N+](=O)[O-])c2)CCc2ccccc21	3	3.2	2.5	6	-39	8.1*	1.1	-2	0.2	3.6	16*
O=c1[nH]c(=O)n(CCOc2ccc(Cl)cc2)cc1Br	0	-1.4	-0.8	1	8	-0.6	-0.1	-2	-1.4	0.3	-0.4
COc1cc(-c2noc(CCCC(=O)NCc3ccccc3)n2)cc(OC)c1OC	-1	-1.5	-0.9	-7	-7	-1.4	-0.3	-6	-1.4	-0.3	-0.9
Fc1ccc(NC(=S)Nc2cccc3ccccc23)cc1	7	0.7	0.7	6	12	5.7*	-11	-4	0.2	0.6	1.8
Cc1cccc(N(C(=O)CNC(=O)c2ccco2)C(C(=O)NC2CCCC2)c2ccncc2)c1C (stereo unspecified)	-2	-0.5	-0.2	-2	-1	0.3	0.2	-6	-0.6	-0.9	-0.5
Cc1cc(C)cc(NC(=O)CN2CCc3cc4c(cc3C2C)OCCCO4)c1 (stereo unspecified)	-1	0.3	-0.8	-1	-5	-2.6	0.0	-4	-1.0	-0.2	-0.7
COc1ccc(S(=O)(=O)N2c3ccc(F)cc3CCC2C)cc1 (stereo unspecified)	3	-0.8	-0.5	-22	-6	1.0	0.3	-20	-0.8	-3.6	-2.4
COc1cccc(NC(=S)N(CCN(C)C)C(C)c2cccnc2)c1 (stereo unspecified)	-3	2.4	1.1	1	11	2.8	0.1	-4	-1.4	1.3	-0.3
CC(=O)N1CCCN(C(=O)c2ccc3nc(Cc4ccccc4F)oc3c2)CC1	0	-0.2	-0.7	4	4	-1.5	0.1	1	-1.1	1.7	-0.2

An excerpt from above with just GAA850 FXN act, hcDAF12 agonist and hgDAF-12 ag.
| SMILES | GAA850 FXN act | hcDAF12 agonist | hgDAF-12 ag |
| --- | --- | --- | --- |
| CC(=O)c1c(C)[nH]c(C(=O)OCc2nc3ccsc3c(=O)[nH]2)c1C | 0.9 | 1.4 | 12* |
| O=C1/C(=C/Nc2cccc([N+](=O)[O-])c2)CCc2ccccc21 | 3.2 | 8.1* | 16* |
| O=c1[nH]c(=O)n(CCOc2ccc(Cl)cc2)cc1Br | -1.4 | -0.6 | -0.4 |

Continuation.
SMILES	SMARCA2 act	GAA850 FXN act	DAX1 inh-1	GC-A act	HGIII-sPLA2 inh	hcDAF12 agonist	proKLK7 act	GC-B act	ssDAF-12 act	DAX1 inh-2	hgDAF-12 ag
CCOC(=O)CS(=O)(=O)c1nc(-c2ccccc2)cc(C(F)(F)F)n1	-6	11*	-0.9	54*	-18	-1.5	0.9	10	-1.0	-2.2	-7.2
C[C@@]12C(=O)Nc3ccc(Cl)cc3C(=O)N1[C@H]1c3cc(Cl)ccc3OC[C@@H]1[C@@H]2c1ccccc1	1	-9.9	0.2	-7	17	-0.4	-1.4	-4	-0.5	-2.4	4.1
CCOc1ccc2c(c1)C(N(CCN1CCOCC1)C(=S)Nc1ccccc1OC)CC(C)(C)O2 (stereo unspecified)	-2	1.0	-0.4	-19	5	-0.5	0.5	-7	-0.7	1.2	0.0
CSc1nsc(SCC(=O)Nc2ccc(C(N)=O)cc2)n1	-1	1.4	0.4	-1	0	2.5	-0.7	2	0.5	1.6	2.7
COc1ccc(NC(=O)COc2coc(CN3CCCc4ccccc43)cc2=O)cc1	-3	1.4	0.8	1	-6	1.3	-0.3	1	0.3	0.5	3.8
O=C(COC(=O)c1ccc(Br)cc1)NCc1ccccc1	-4	1.0	0.1	3	-3	0.5	-0.5	-2	-1.7	0.5	-1.5
CC(=O)NC(c1ccccc1)c1nc(-c2ccc3ccccc3c2)cs1 (stereo unspecified)	1	0.9	-1.2	-7	-17	-1.1	1.0	-11	-1.8	.	-0.8
Cc1cc(C)nc(NC(=O)CSc2nn(-c3ccccc3)c(=S)s2)n1	-4	-1.4	0.8	2	-19	-1.0	-0.1	-2	-1.1	9.1*	0.2
O=c1[nH]c(=O)c2[nH]c(=S)n(-c3ccccc3)c2[nH]1	-3	-1.4	-0.6	3	12	0.7	0.7	-1	-1.5	-0.1	-0.1
COC(=O)CNC(c1ccccc1)c1cc(C)ccc1NC(=O)CNC(=O)OCc1ccccc1 (stereo unspecified)	-5	3.6	-1.5	-15	-24	1.3	-0.1	-7	-1.9	2.4	2.0
CCOC(=O)c1cnc2c(cnn2C)c1NCCCn1ccnc1	3	2.5	0.0	-1	-2	0.2	-0.5	-7	-1.6	-0.1	-1.9
COc1ccc(OC)c(NC(=O)C(=O)NCCC2=CCCCC2)c1	-4	2.4	-0.1	1	7	-2.2	0.1	-4	-1.2	-0.6	-3.6
CCc1cc2c(NC(C(=O)O)C(C)C)ncnc2s1 (stereo unspecified)	0	3.0	1.0	-5	6	-1.7	0.3	3	-1.0	-0.5	-0.3
COc1cc2c(cc1NC(=O)/C=C/c1ccccc1)oc1ccccc12	-3	0.4	0.0	-5	0	-1.7	-9.3	-1	-1.8	0.8	3.2
CC(C)n1cnc2c(N(C)c3cccc(Cl)c3)nc(N(CCO)CCO)nc21	1	2.8	-0.4	7	-4	-3.2	0.0	1	-1.5	0.0	-0.9
CC(C)(C)c1ccc(OCC(=O)N2CCN(c3ccccn3)CC2)cc1	-2	2.2	0.5	-2	5	0.9	0.1	0	-0.8	-0.1	-1.9
O=C(NC(c1ccc(-c2ccccc2)cc1)c1cnccn1)C1CCN(CCCOc2ccccc2)CC1 (stereo unspecified)	-2	-1.2	-0.2	-6	-27	-1.6	0.9	0	-1.8	.	-0.1
N#CCCn1cc(/C=N/NC(=O)c2ccncc2)c(-c2ccc(F)cc2)n1	-3	5.4	1.1	-2	-29	-1.3	-0.1	-3	-0.6	-0.3	-1.7
O=C(N/N=C/c1ccc(-c2cccc(C(F)(F)F)c2)o1)c1ccccc1O	3	-1.2	0.4	6	-7	0.2	-0.5	-3	-1.4	0.3	0.5
CCN(CC)CCCCN1c2ccccc2Sc2ccccc21	0	-1.8	0.2	-66	11	0.0	-0.3	-21	-0.7	-1.4	1.1
COc1cccc(-c2nc(CS(=O)(=O)CC(=O)Nc3ccccc3Br)c(C)o2)c1	-2	0.5	-0.5	-12	-36	-0.7	0.2	-4	-1.4	-0.8	-3.6
Clc1nc2ccccc2cc1-c1nnn(-c2ccccc2Br)n1	4	2.4	0.2	-2	1	3.2	-0.1	4	-0.3	0.8	1.3
O=[N+]([O-])c1ccccc1S(=O)(=O)N1CCN(CC2CC3C=CC2C3)CC1 (stereo unspecified)	-2	1.0	0.4	-2	0	-2.1	0.7	2	-1.1	-0.5	-1.9
CCCCn1c(N)c(N(CC(C)C)C(=O)CC2CCCCC2)c(=O)[nH]c1=O	0	-0.8	-0.6	12	10	-0.8	-0.1	0	-0.6	0.2	-1.0
CCC(=NNC(=O)c1cccc(S(=O)(=O)N2CCOCC2)c1)c1ccccc1	8	-0.4	2.2	2	3	-0.8	-1.1	3	-0.7	-0.2	-1.1
CC(Sc1nnnn1-c1ccccc1)C(=O)Nc1ccccc1-c1ccccc1 (stereo unspecified)	-4	-0.1	-0.8	-8	-11	-0.2	0.1	-4	-1.6	0.6	2.0
NS(=O)(=O)c1ccc(N/N=C/c2ccncc2)cc1	-2	-0.1	-0.1	-4	-1	-0.5	0.0	-1	-0.7	1.2	-1.0
O=C(NCc1cccnc1)c1ccc2c(c1)OCO2	-2	-1.8	-0.2	2	3	-1.3	-0.6	-2	-1.1	1.4	0.3
Cc1ccc(SCC(=O)Nc2ccc(N3CCN(C)CC3)c(F)c2)cc1	11*	-2.6	1.5	0	-16	0.3	0.3	-2	0.5	1.8	10
S=c1[nH]ccn1-c1ccc(Cl)cc1	6	0.1	-0.7	3	3	-0.4	0.2	8	-1.6	0.1	0.5
O=C(NCCc1ccccc1)C1=COCCO1	5	2.6	7.8*	3	5	4.1	0.8	2	-0.9	1.1	8.4
O=C(O)c1ccc(NC(=S)NC(NC(=O)c2ccco2)C(Cl)(Cl)Cl)cc1 (stereo unspecified)	-2	1.4	0.3	5	4	-0.1	-0.5	3	-1.4	0.7	-1.1
O=C(Nc1cc(Cl)ccn1)C1(c2ccccc2)CC1(Cl)Cl (stereo unspecified)	-5	-0.8	-0.2	-7	1	-0.7	-0.4	-8	-0.3	0.3	1.2
